Screening results (PubChem BioAssay)
TCR activator = activates T cell receptor signaling; primary human leukocytes, anti-CD3, IL-2 HTRF, 48 h; Potency, µM (titrated, usually from 9.22 µM), for inactives: top-dose activation of IL-2 secretion, most hits filed as activators; 330,000 tested, under 10 active; AID 504894; also: % of control where 0% means no effect
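Human primary leukocytes + a-CD3 beads + cpd, 48 hr; IL-2 in supernatant by HTRF (ex 320nm / em 665nm). No co-stimulatory signal supplied.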
TSHR antag = blocks TSH signaling through the human TSH receptor. P16473. TSHR-expressing cells, TSH-stimulated cAMP HTRF, 2 h; active compounds read low. activity change, negative = inhibition, % at 11.5 µM. 330,000 tested, 0.2% active;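 active = activity change below a set negative limit, meaning inhibition stronger than a set level, cut at about -70% in these data; inconclusive = activity change between two set negative limits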; also: % is scaled to controls: 0 for no effect and ±100 for the full control effect
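Freshly harvested TSHR cells receive pin-tooled compound, then EC80 TSH at 4nM final. After 2 hours at 37 deg C, antibody in lysis buffer and cAMP-d2 are added; 30 minutes at ambient temperature precede the HTRF read.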
Coupling enz = coupling enzyme interference in Giardia aldolase counter-screen; coupling enzyme system counterscreen, AmpLite Red fluorescence; activity change, negative = inhibition, % at 58.2 µM, hits read low; 290,000 tested, 0.67% active; in the data active = activity change below about -30%; also: % is scaled to controls: 0 for no effect and ±100 for the full control effect
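Final compound at 57.5 uM, incubated 10 min at RT with coupling enzyme reagent (glyceraldehyde-3-phosphate), then 20 min with substrate and AmpLite Red detection. Fluorescence read at 525/598 nm; tests interference with the coupling assay, not aldolase inhibition.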
BCR signal inh = blocks chronic active B-cell receptor signaling | ABC-DLBCL IkBa-CBG/CBR reporter, luminescence ratio, 4 h | Potency, µM (top dose mostly 46.1 µM), inactives show top-dose ratio change, negative = lower green/red ratio, usual class: inhibitors | 340,000 tested, 0.05% active | AID 493014; active = well fitted inhibition curve with a large enough effect in the signal ratio, with a control signal flat, not every such curve was filed as active; inconclusive = small, poorly fitted or top-dose-only effect, or effect the other way, or a change in a side signal; the % refers to the signal ratio;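 also: potency is read from the fitted curve at half-maximal effect; plate controls were basal doxycycline-induced cells for no effect and cells given 10 µM MG132 for full effect; MG132 reads +100%, hits lower the ratio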
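TMD8 human ABC-DLBCL cells with doxycycline-inducible IκBα–green luciferase fusion and unfused red luciferase, in 0.5% FBS medium; compounds up to 46 uM, 4 h at 37C. Green/red luminescence ratio, filter-overlap corrected, fitted to concentration-response curves.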
Giardia killer = Giardia lamblia killing. 340,000 tested, 0.15% active. activity change, % at 7.66 µM, hits read low. Giardia lamblia trophozoite viability. AID 540267; in the data active = activity change below about -80%; inconclusive = between about -30% and that limit;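 also: parasites exposed to compound for two days anaerobically before the ATP read; % is scaled to controls: 0 for no effect and ±100 for the full control effect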
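Trophozoites 100 cells/well + cpd; 48 hrs, 37 deg C, anaerobic. ATPLite 1-Step added, 15-30 min RT, luminescence read (ATP-based viability).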
MLL CXXC-DNA inh = MLL CXXC-DNA interaction inhibition; Q03164; MLL-CXXC / FITC-HOXA9 DNA fluorescence polarization; Potency, µM (series often up to 115 µM), inactives show top-dose activity change, negative = inhibition, usual class: inhibitors; 290,000 tested, 0.037% active; AID 2662; active = well fitted inhibition curve with a large enough effect in the polarisation, with a control signal flat, not every such curve was filed as active; inconclusive = small, poorly fitted or top-dose-only effect, or effect the other way, or a change in a side signal; inactive = no such curve, though single readings can be large or run the other way; the % refers to the polarisation; also: potency is read from the fitted curve at half-maximal effect
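Purified MLL-CXXC (added from a 7 uM solution) was preincubated 5 min at ambient with pinned compounds in 50 mM Tris-HCl pH 7.5, 50 mM NaCl, 1 mM DTT, 0.05% BSA. Fluorescein-labeled HOX-A9 DNA (50 nM solution) followed, 30 min, then polarization read.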
GALK inhibitor = blocks human galactokinase activity. P51570. Purified GALK, Kinase-Glo residual ATP luminescence. Potency, µM (series often up to 57.5 µM), for the others: top-dose activity change, negative = inhibition, usual class: inhibitors. 270,000 tested, 0.007% active. AID 1868; also: potency is read from the fitted curve at half-maximal effect; % is scaled to controls: 0 for no effect and ±100 for the full control effect
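Quantitative HTS: GALK 5 nM, ATP 35 uM, galactose 100 uM, 1 h room temperature, then luciferase-based ATP detection.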
AT treatment = candidate therapy for ataxia-telangiectasia. 320,000 tested, 0.19% active. Potency, µM (titrated, usually from 57.5 µM), inactives show at the top dose activation, actives largely listed as activators. […] A-T fibroblasts, KAP-1 phosphorylation AlphaLISA; neocarzinostatin DNA damage 30 min before lysis; also: potency is read from the fitted curve at half-maximal effect; % of control where 0% means no effect; nearly all actives have a fitted effect of over 45% in size
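ATM-like activity read as KAP-1 phosphorylation via AlphaLISA donor/acceptor antibody pairs after lysis and 6 hr at 25C. Cells were ATM-null patient fibroblasts ([…], hTERT), dosed 60 min, then exposed to the DSB inducer NCS for 30 min.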
Tb PFK block = blocks T. brucei phosphofructokinase. O15648. T. brucei PFK, ADP-Glo luminescence. Potency, µM (titrated, usually from 57.5 µM), inactives show top-dose activity, negative = inhibition, most hits filed as inhibitors. 330,000 tested, 0.17% active. AID 485367;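 also: potency is read from the fitted curve at half-maximal effect; 0% = uninhibited 1x PFK enzyme wells and -100% = no-enzyme wells; nearly all actives have a fitted effect of over 60% in size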
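Luminescent ADP detection (ADP-Glo, two-step: ATP depletion then ADP-to-ATP conversion for luciferase) reported PFK activity after 45 min room-temperature reaction of 1.25 nM enzyme with 0.5 mM F6P and 0.1 mM ATP at pH 8.0.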
KCNH2 WT inh = blocks the wildtype human KCNH2 potassium channel | Q12809 | U2OS, BacMam KCNH2, thallium flux FluxOr; active compounds read low | activity change, % at 1.84 µM | 340,000 tested, 0.37% active | AID 720551;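 active = maximum activity change below -70%; inconclusive = maximum activity change between -70% and -50%; inactive = maximum activity change above -50%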; also: % is scaled to controls: 0 for no effect and ±100 for the full control effect
Target sequence (Q12809 whole entry, looked up): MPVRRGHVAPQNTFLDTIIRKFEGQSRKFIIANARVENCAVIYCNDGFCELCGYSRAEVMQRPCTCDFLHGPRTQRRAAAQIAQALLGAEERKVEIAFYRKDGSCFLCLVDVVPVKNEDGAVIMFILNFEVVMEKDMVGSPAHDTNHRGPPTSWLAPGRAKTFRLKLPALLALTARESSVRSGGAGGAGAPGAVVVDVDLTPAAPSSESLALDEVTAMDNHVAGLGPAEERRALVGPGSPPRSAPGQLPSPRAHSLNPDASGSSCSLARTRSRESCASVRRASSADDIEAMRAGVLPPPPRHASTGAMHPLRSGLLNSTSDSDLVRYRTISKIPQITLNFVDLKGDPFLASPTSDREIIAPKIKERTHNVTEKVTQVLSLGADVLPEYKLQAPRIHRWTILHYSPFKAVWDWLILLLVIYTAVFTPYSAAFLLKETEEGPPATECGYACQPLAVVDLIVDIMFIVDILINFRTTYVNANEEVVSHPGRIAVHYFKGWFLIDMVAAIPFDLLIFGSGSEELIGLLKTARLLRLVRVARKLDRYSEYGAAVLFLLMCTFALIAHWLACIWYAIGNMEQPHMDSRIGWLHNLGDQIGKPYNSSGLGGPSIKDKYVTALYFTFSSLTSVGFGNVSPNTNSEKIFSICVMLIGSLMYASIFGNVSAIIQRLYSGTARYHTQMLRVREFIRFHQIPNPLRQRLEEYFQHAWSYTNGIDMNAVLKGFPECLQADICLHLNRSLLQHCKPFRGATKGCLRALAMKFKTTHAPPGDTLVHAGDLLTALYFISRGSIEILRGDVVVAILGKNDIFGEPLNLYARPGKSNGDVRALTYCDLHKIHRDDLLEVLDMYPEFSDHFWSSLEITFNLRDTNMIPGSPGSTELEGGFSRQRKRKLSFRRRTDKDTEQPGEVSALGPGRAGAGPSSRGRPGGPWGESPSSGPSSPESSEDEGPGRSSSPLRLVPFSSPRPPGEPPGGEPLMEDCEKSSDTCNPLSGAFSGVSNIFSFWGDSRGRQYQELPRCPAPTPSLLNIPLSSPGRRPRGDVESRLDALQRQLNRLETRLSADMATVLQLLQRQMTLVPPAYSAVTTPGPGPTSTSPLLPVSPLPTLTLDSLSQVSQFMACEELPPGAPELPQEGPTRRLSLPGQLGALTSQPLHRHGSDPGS
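U2OS cells were transduced with wild-type KCNH2 virus (2.03 x 10^8 / mL) for 4 h at room temperature, then cultured overnight at 37 C. Thallium flux was read with FluxOr dye. Rate constants were normalized to DMSO controls.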
* marks the source's active call; other numbers are inactive results; i = inactive; ? = inconclusive; . = no result given; [ ] = dose if it differs, or a comment. Unless noted, calls follow the shape of the dose curve; as a rule, active = well fitted curve in the direction sought with a large enough effect; inconclusive = small, poorly fitted or top-dose-only effect, or another doubt; inactive = no such curve, though single readings can be large; an effect the other way counts as inactive or inconclusive. Hits appear at their usual frequency; about 1.6% have a hit in one of these screens.

SMILES	TCR activator	TSHR antag	Coupling enz	BCR signal inh	Giardia killer	MLL CXXC-DNA inh	GALK inhibitor	AT treatment	Tb PFK block	KCNH2 WT inh
Cc1csc(SCC(=O)c2c(N)n(C)c(=O)n(C)c2=O)n1	-3.8%	7.3	0.3	1.5%	-4.2	-1.5%	0.9%	.	-2.7%	1.9
CCCCn1c(N)c(N(CC)C(=O)C2COc3ccccc3O2)c(=O)[nH]c1=O (configuration not stated)	-8.5%	8.6	.	-0.5%	21.0	.	.	-11.8%	-13.0%	17.1
COc1cc2c(cc1OC)C(C)=NCC2	-0.1%	9.3	1.6	-1.0%	-17.7	-5.3%	1.0%	-3.5%	1.0%	-6.0
COc1cccc(-c2nnc(NC(=O)c3ccc(Cl)s3)o2)c1	-2.2%	-1.0	8.9	?	9.4	-9.0%	.	16.0%	1.9%	0.2
CC(=O)Nc1ccc(S(=O)(=O)N(C)CC(=O)OC(C)C(=O)NC2CCCC2)cc1 (configuration not stated)	-6.1%	-7.0	.	1.8%	39.9[activator]	8.8%	0.6%	-2.5%	1.3%	-10.8
COc1ccc(N2CCN(C(=O)c3cccc4nc(C)oc34)CC2)cc1	5.1%	20.6	-2.3	-3.5%	0.8	2.8%	4.4%	2.2%	-3.0%	-7.8
CC1CCCCC1NC(=O)NC(=O)COC(=O)c1cncc(Br)c1 (configuration not stated)	-2.2%	24.4	.	?	?	.	.	14.9%	0.9%	-3.4
CCC(=O)N(c1ccc(C(=O)O)cc1)c1nc(-c2ccc(OC)cc2)c(C)s1	2.5%	-4.9	7.1	?	-10.6	-3.2%	-1.8%	-0.9%	4.5%	2.1
O=C(CN1C(=O)c2ccccc2S1(=O)=O)NCCSCc1ccccc1Cl	1.0%	17.1	5.2	1.0%	-1.4	16.1%	-0.9%	-5.2%	0.6%	2.4
COc1ccc(S(=O)(=O)N2CCN(CCOc3ccc(Br)cc3)CC2)cc1OC	0.1%	-32.8	.	-8.9%	-13.6	.	.	-2.3%	1.5%	25.1

Some of these compounds in order of count of non-hydrogen atoms, highest first.
SMILES	TCR activator	TSHR antag	Coupling enz	BCR signal inh	Giardia killer	MLL CXXC-DNA inh	GALK inhibitor	AT treatment	Tb PFK block	KCNH2 WT inh
CCCCn1c(N)c(N(CC)C(=O)C2COc3ccccc3O2)c(=O)[nH]c1=O (configuration not stated)	-8.5%	8.6	.	-0.5%	21.0	.	.	-11.8%	-13.0%	17.1
O=C(CN1C(=O)c2ccccc2S1(=O)=O)NCCSCc1ccccc1Cl	1.0%	17.1	5.2	1.0%	-1.4	16.1%	-0.9%	-5.2%	0.6%	2.4
CC1CCCCC1NC(=O)NC(=O)COC(=O)c1cncc(Br)c1 (configuration not stated)	-2.2%	24.4	.	?	?	.	.	14.9%	0.9%	-3.4
Cc1csc(SCC(=O)c2c(N)n(C)c(=O)n(C)c2=O)n1	-3.8%	7.3	0.3	1.5%	-4.2	-1.5%	0.9%	.	-2.7%	1.9

Additional compounds follow.
SMILES	TCR activator	TSHR antag	Coupling enz	BCR signal inh	Giardia killer	MLL CXXC-DNA inh	GALK inhibitor	AT treatment	Tb PFK block	KCNH2 WT inh
CC(C)(C)C(=O)Nc1ccc(N2CCN(S(C)(=O)=O)CC2)cc1	-5.3%	3.3	6.1	0.5%	16.4	6.6%	0.0%	1.9%	1.1%	2.5
CC1(C)C(=O)NCCN1C(=O)CCCC(=O)O	-0.6%	6.3	3.2	8.8%	-12.4	1.8%	0.3%	2.6%	-0.2%	5.5
COc1cc2c(cc1OC)C(COc1ccccc1OC)N(C(=O)c1ccco1)CC2 (configuration not stated)	8.2%	-0.8	-1.6	0.2%	35.6[activator]	-2.9%	3.5%	2.9%	0.6%	-1.6
CCOC(=O)C1(Cc2cccc(Cl)c2)CCCN(C(=O)CCOC)C1 (configuration not stated)	3.9%	-1.1	-4.7	?	13.2	9.0%	0.4%	-3.4%	11.4%	-0.9
OC1(c2cccc(F)c2)CCN(Cc2ccncc2)CC1	-0.7%	4.8	1.2	2.1%	-8.2	2.1%	4.1%	2.4%	2.2%	-3.6
Cc1ccc(NC(=O)COC(=O)CCc2c[nH]c3ccccc23)c(C)c1	.	-11.5	.	0.6%	-21.7	.	.	2.2%	12.7%	-16.1
CN(C)S(=O)(=O)c1ccc(S(=O)(=O)Nc2ccc3c(c2)oc2ccccc23)cc1	-5.1%	-1.5	0.3	4.9%	11.2	12.0%	-3.7%	1.1%	-0.4%	6.6
CC(C)CN(C(=O)COC(=O)CCC(=O)c1ccc(F)cc1)c1c(N)n(Cc2ccccc2)c(=O)[nH]c1=O	5.4%	-0.9	.	-15.4%	11.0	.	.	2.0%	-6.2%	7.0
Cc1cc(C)c(NC(=S)NC(=O)c2ccc(-c3ccccc3)cc2)c(C)c1	-1.4%[46.1 µM]	-20.1	-2.3	2.6%	20.6	9.8%	-0.2%	-1.3%	6.9%	0.5
CC(C)(C)c1ccc(OCCC(=O)Nc2cccc(S(=O)(=O)NC3=NCCCCC3)c2)cc1	8.6%	-12.7	.	-2.0%	14.9	.	.	-7.4%	-1.3%	-2.4
CCOc1ccc(C(=O)N(c2ccccn2)C2CCCCC2)cc1	-1.3%	9.5	-1.5	4.5%	15.8	-1.9%	12.1%	8.0%	1.3%	-8.5
CCOC(=O)N1CCC(NC(=O)c2cc(C(=O)NC3CCN(Cc4ccccc4)CC3)ccc2CO)CC1	2.8%	3.0	4.5	-8.8%	-12.7	9.3%	-0.9%	2.6%	2.8%	i
CSc1ncccc1C(=O)OCC(=O)c1cc(C)n(C)c1C	6.4%	.	.	3.7%	-27.1	.	.	-28.6%	0.0%	15.5
COc1cc(NC(=S)N2CCOCC2)c(OC)cc1Cl	-3.6%	22.5	3.8	1.6%	-20.4	-7.2%	.	0.2%	4.8%	-7.5
Cn1c(CSc2nc3ccc(Br)cc3[nH]2)nc2ccccc21	14.3%	-5.1	3.6	-0.1%	-8.7	-13.5%	1.5%	11.6%	0.9%	5.4
O=C(c1ccc(Br)s1)N1CCN(c2ncccn2)CC1	-0.8%	-3.5	1.0	?	1.0	2.8%	0.8%	3.3%	2.2%	-6.0
COc1ccc(C(=O)C[n+]2ccc3c(c2)nc(-c2ccccc2)n3C)cc1	3.3%	3.4	0.0	0.7%	9.3	9.6%	3.1%	7.3%	0.0%	-3.0
O=C(NC(Cc1ccc(F)cc1)C(=O)O)c1ccccc1 (configuration not stated)	-1.9%	14.9	-0.9	5.6%	-15.4	4.6%	-1.3%	1.7%	-11.3%	3.7
Cn1ncc(Br)c1NC(=O)Nc1ccc(Cl)cc1	4.8%	-1.4	0.4	?	-11.8	3.9%	-1.7%	6.5%	-6.8%	-11.6
S=C1NC(c2ccccc2)=CC(c2ccccc2)N1 (configuration not stated)	9.7%	-2.3	-4.8	-6.5%	12.8	7.6%	8.4%	-2.8%	0.6%	-13.5
Cc1cc(C)nc(Oc2ccc(Br)cc2)n1	1.1%	-0.3	0.1	-4.9%	-14.3	0.0%	-0.1%	6.7%	0.0%	0.0
COCCNc1ncnc2c1cnn2Cc1ccccc1Cl	3.5%	-6.5	0.3	-2.9%	-1.6	?	.	5.1%	2.8%	-3.4
CCOC(=O)c1c(C)n(C)c2ccc(OCCN(C)C)cc12	-2.0%	15.4	-0.4	14.5%	28.3	4.2%	0.5%	-1.1%	4.7%	-1.1
CC1CCC(N2CCNCC2)CC1 (configuration not stated)	0.8%	10.6	4.8	-6.4%	-6.6	2.0%	1.4%	3.5%	-0.5%	1.3
CCN(CC(=O)Nc1ccccc1C(F)(F)F)C(=O)c1ccc2c(c1)NC(=O)CS2	.	27.1	.	1.2%	-1.3	.	.	2.6%	-5.8%	13.1
CSc1ccccc1C(=O)Nc1cccc([N+](=O)[O-])c1	-7.0%	0.7	-3.7	-1.5%	9.1	-5.8%	0.6%	0.1%	-16.9%	0.6
CCOc1cc(NC(=O)c2ccco2)c(OCC)cc1NC(=O)c1cc(OC)c(OC)c(OC)c1	.	-2.5	2.3	8.2%	2.7	5.3%	0.7%	0.5%	-0.4%	-9.0
O=C(O)/C=C/C(=O)NC1CC1	5.4%	7.6	2.8	6.0%	-21.2	12.0%	1.1%	2.3%	-1.4%	-2.7
Cc1cnc(NC(=O)CCCc2nc3ccccc3s2)s1	2.9%	-6.6	-0.1	?	-0.4	-4.5%	-2.0%	7.9%	-10.4%	-6.4
CN(C)C=Nc1nonc1-c1ccc(Cl)cc1	-1.7%	-3.7	-0.8	9.0%	1.6	1.3%	-2.4%	10.5%	3.5%	0.4
CCc1ccc(C(C)NC(=O)c2ccc3c(c2)OCO3)cc1 (configuration not stated)	-0.5%	4.7	.	2.7%	15.6	13.8%	3.2%	7.2%	-1.9%	-7.3
O=C1NC(=Nc2ccccc2Cl)SC1(CO)CO	1.9%	-14.3	2.9	2.0%	6.4	2.8%	-3.1%	4.8%	-2.6%	-0.4
